Screening results from PubChem.
CaV13 ICDI inh: Disruptors of the CACNA1D IQ motif to Ca2+-dependent inactivation inhibitor domain association, primary screening, Förster resonance energy transfer in intact living …; AID 743397; HEK cells, CFP/YFP FRET ICDI-IQ, plate reader, 10 min; percent FRET-ratio fall versus neutral wells; inhibition, % at 12.3 µM; actives 0.098% (n = 340,000);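 active = mean replicate inhibition of at least 30% and at least 1% of replicates passing that level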;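 also: 0% = median of the neutral control wells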
ABCB6 inh MLPCN: inhibitors of human ABC transporter ABCB6 | K562-ABCB6 porphyrin accumulation, flow cytometry, 1 h; active compounds read low | AID 602162 | Q9NP58 | fluorescence ratio to DMSO, % at 10 µM | actives 0.19% (n = 360,000);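 active = fluorescence ratio to DMSO below 75%, the collection mean minus 3 SD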;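 also: signal is porphyrin accumulated inside mitochondria; 100% equals median channel fluorescence of DMSO control wells; lower ratio means ABCB6 inhibition with less porphyrin fluorescence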
Vif inh: blocks HIV Vif function; actives 0.35% (n = 340,000); inhibition, % at 7.49 µM; HEK293T cells, Vif self-association by quenched fluorescence, imaging, 24 h; in the data active = inhibition above about 50%, passing the limit was not always enough; also: some results filed as inactive read as strong as hits
PDI turbidity: blocks human protein disulfide isomerase activity. PDI insulin aggregation turbidity, A650, 90 min. inhibition, % at 10 µM. actives 0.052% (n = 350,000);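 active = mean inhibition across replicates of 30% or more, whatever share of single replicates reach that level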;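 also: absorbance from insulin aggregation driven by PDI reduction with DTT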
aDG glyco act: increases alpha dystroglycan glycosylation; activation, % at 10 µM; actives 0.22% (n = 360,000); AID 624168; Pro5-aDG cells, alpha-DG glycosylation AlphaScreen (IIH6); 0% Pro5, 100% B10-LARGE cell signal;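 active = activation of at least 8% versus controls, or a plate z-score of at least 8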;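 also: Pro5 are CHO cells carrying HIG-tagged alpha-DG that lacks glycosylation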
Glyco luc inh: blocks N-linked glycosylation in D54 reporter cells | D54 ERlucT glycosylation luciferase reporter, 24 h; percent of 100 nM tunicamycin response | reporter increase, % at 12.5 µM | actives 0.23% (n = 360,000) | AID 588692;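 active = mean luciferase reporter signal, scaled so untreated is 0 and the glycosylation-blocking control 100, at or above a set limit in every replicate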;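 also: luciferase carries N-glycosylation sites so blocking glycosylation raises the light; 0% = median of neutral control wells and 100% = median of 100 nM tunicamycin wells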
Cardio protect: myocardial damage modulation in H9c2 cells; actives 0.63% (n = 360,000); H9c2 cardiomyocytes, H2O2 injury protection, ATPLite, 2 h; protection from H2O2 cell death, % at 20 µM;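 active = compounds giving at least 50% protection of heart cells from peroxide-induced death in the single-dose screen, raw or plate-pattern-corrected value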;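 also: 0% = DMSO wells with peroxide and 100% = DMSO wells without peroxide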
m5-HT2A agonist: agonists of mouse serotonin 5-HT2A receptor (HTR2A). P35363. CHO-K1 mHTR2A beta-arrestin complementation, luminescence; percent of 30 µM serotonin response. activation, % at 7.6 µM. actives 0.66% (n = 360,000). AID 624169;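 active = activation above a run cutoff, the mean activation of all tested compounds plus 3 SD, cut at about 14% in these data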;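 also: 0% = plate median of compound wells and 100% = 30 µM serotonin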
Target sequence (P35363 whole entry, looked up): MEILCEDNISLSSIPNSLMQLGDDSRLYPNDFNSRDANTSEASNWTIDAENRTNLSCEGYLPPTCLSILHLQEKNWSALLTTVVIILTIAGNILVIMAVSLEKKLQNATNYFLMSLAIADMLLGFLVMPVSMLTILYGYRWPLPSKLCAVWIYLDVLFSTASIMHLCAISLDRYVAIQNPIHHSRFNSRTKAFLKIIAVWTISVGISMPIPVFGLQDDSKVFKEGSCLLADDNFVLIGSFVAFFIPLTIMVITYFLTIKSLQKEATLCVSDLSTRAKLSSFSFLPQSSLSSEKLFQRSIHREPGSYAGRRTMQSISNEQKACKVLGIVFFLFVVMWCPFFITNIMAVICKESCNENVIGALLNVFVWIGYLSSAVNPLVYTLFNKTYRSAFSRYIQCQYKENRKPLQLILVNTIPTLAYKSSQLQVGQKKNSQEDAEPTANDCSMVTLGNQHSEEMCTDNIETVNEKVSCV
MC4R antag cAMP: human MC4R antagonism in cAMP assay. P32245. MC4R-expressing cells, MTII-stimulated cAMP, LANCE TR-FRET. inhibition, % at 6.5 µM. actives 0.48% (n = 360,000). AID 540295;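 active = inhibition above its plate's cutoff, the mean of tested wells on that plate plus 3 SD, cut at about 29% in these data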;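 also: 0% = Melanotan II alone and 100% = Melanotan II plus saturating MCL0020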
Target sequence (P32245 whole entry, looked up): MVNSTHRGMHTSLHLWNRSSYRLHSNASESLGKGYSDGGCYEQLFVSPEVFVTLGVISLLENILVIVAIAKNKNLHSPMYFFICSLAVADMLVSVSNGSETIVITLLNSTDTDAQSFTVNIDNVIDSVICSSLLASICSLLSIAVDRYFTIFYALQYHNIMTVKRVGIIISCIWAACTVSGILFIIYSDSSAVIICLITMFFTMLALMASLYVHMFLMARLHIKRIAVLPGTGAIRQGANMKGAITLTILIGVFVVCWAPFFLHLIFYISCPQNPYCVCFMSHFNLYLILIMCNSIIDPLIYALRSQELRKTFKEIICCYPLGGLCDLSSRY
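Assay system: U2OS cells stably expressing human melanocortin 4 receptor (MC4R) / Dosing: 6.5 µM / Timing: compound 30 min, challenge 1 h, detection 1 h / Measured by: Eu-cAMP/anti-cAMP TR-FRET, emission 671 nm / Replicates: singlicate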
MC4R barr agon: agonists of human melanocortin 4 receptor (MC4R) beta-arrestin; P32245; U2OS MC4R beta-arrestin complementation, luminescence; percent of melanotan II response, DMSO zero; activation, % at 8.9 µM; actives 0.98% (n = 360,000); AID 540308;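 active = activation above a per-plate cutoff, the mean activation of sample wells on that plate plus 3 SD, cut at about 8% in these data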
Starred values were filed as active, the others as inactive; nt = no result given.

SMILES	CaV13 ICDI inh	ABCB6 inh MLPCN	Vif inh	PDI turbidity	aDG glyco act	Glyco luc inh	Cardio protect	m5-HT2A agonist	MC4R antag cAMP	MC4R barr agon
c1ccc(Cn2ccnc2-c2ccco2)cc1	-6	97	nt	9	0.2	1	-5	3	9	-0.7
CCOc1ccc(-n2c(C)c(C(=O)OC)c3cc(O)ccc32)cc1	-15	97	0	-5	-0.3	-5	3	2	5	-0.8
O=C1CN(C(=O)COc2ccccc2)CCN1	-7	102	17	4	-0.1	1	5	4	0	-1.5
NS(=O)(=O)c1ccc(CCNC(=O)Cn2c(=O)c3cccn3c3cccnc32)cc1	-2	99	-1	0	-0.2	-2	2	1	5	-4.0
CCCCCN(C(=O)CCC(=O)OCC(=O)N(C)c1ccccc1)c1c(N)n(CCCC)c(=O)[nH]c1=O	-5	99	-6	3	0.1	3	5	-2	5	-3.2
COCCNC(=O)c1ccc(N2CC3CC(C2)c2cccc(=O)n2C3)c(NC(=O)c2c(F)cccc2F)c1 (stereo not drawn)	-15	112	0	5	-0.1	3	0	1	5	1.3
CC1CC(C)(C)NC(=S)N1CCC(=O)N1CCc2ccccc21 (stereo not drawn)	-18	105	-5	2	-0.2	2	7	-7	10	-0.9
COCCN(C(=O)CSc1n[nH]c(-c2ccc(OC)cc2)n1)c1c(N)n(Cc2ccccc2)c(=O)[nH]c1=O	-1	122	-2	-6	-0.1	2	-3	5	-2	-2.9
CN(C)/C=C1/C(=O)Nc2ccccc21	-4	93	-4	-27	0.1	2	1	4	0	0.7
COc1ccc(OC)c2c1CCC1(C2)NC(=O)NC1=O (stereo not drawn)	-5	92	2	nt	0.2	0	-16	9	nt	nt
CC1(OC(=O)CCc2ccccc2)C(=O)C=C2C=C(c3ccc(C#N)cc3)N(C3CCCC3)C=C2C1=O (stereo not drawn)	-7	98	0	-4	0.4	0	0	0	-2	-2.3
CCCCN1C(=N)N([C@@H](C)CN2CCC[C@H]2CN2C(N)=NC[C@@H]2Cc2ccccc2)C[C@H]1[C@H](C)CC	-11	94	-5	4	0.4	3	0	-5	4	0.5

Copied from the listing, two compounds:
SMILES	CaV13 ICDI inh	ABCB6 inh MLPCN	Vif inh	PDI turbidity	aDG glyco act	Glyco luc inh	Cardio protect	m5-HT2A agonist	MC4R antag cAMP	MC4R barr agon
CC1(OC(=O)CCc2ccccc2)C(=O)C=C2C=C(c3ccc(C#N)cc3)N(C3CCCC3)C=C2C1=O (stereo not drawn)	-7	98	0	-4	0.4	0	0	0	-2	-2.3
CCCCN1C(=N)N([C@@H](C)CN2CCC[C@H]2CN2C(N)=NC[C@@H]2Cc2ccccc2)C[C@H]1[C@H](C)CC	-11	94	-5	4	0.4	3	0	-5	4	0.5

(more compounds)
SMILES	CaV13 ICDI inh	ABCB6 inh MLPCN	Vif inh	PDI turbidity	aDG glyco act	Glyco luc inh	Cardio protect	m5-HT2A agonist	MC4R antag cAMP	MC4R barr agon
Cc1ccnc(NC(=O)c2cc(S(=O)(=O)NCc3ccccc3)ccc2C)c1	-6	87	-3	1	0.0	-3	-3	-3	1	-2.1
O=C(NC12CC3CC(CC(C3)C1)C2)C1=COCCO1	-5	103	21	2	0.0	2	-3	0	6	-1.6
CC(C)(C)c1ccc(-c2nnc(NC(=O)c3ccccc3)s2)cc1	nt	100	3	-1	0.2	1	-2	6	13	4.2
O=C(N=C1N=C2C=CC=CN2Cc2ccccc21)c1ccc(S(=O)(=O)N2CCOCC2)cc1	-4	92	-2	-6	-0.1	1	7	0	6	-3.5
C[C@H](CO)N1C[C@H](C)[C@@H](CN(C)C(=O)Nc2ccc(C(F)(F)F)cc2)Oc2ccc(NS(=O)(=O)c3cccs3)cc2C1=O	-5	100	0	-66	0.0	2	0	6	14	-0.8
O=C(Cn1nnc(-c2ccc(F)cc2)n1)OCC(=O)c1ccccc1	-3	99	8	4	0.2	1	-6	3	7	-1.6
C[C@@H]1CN([C@@H](C)CO)C(=O)c2cc(NS(C)(=O)=O)ccc2O[C@@H](C)CCCCO[C@H]1CN(C)Cc1ccc2c(c1)OCO2	-4	101	1	-2	0.0	1	-5	2	7	-2.1
COc1ccccc1NS(=O)(=O)c1cc(NC(=O)C(C)(C)C)ccc1N1CCOCC1	-1	91	nt	2	-0.5	-2	31	-2	6	-3.9
COc1ccc(Nc2c(-c3ccc(OC)cc3)nc3cnccn23)cc1	-12	98	3	4	0.1	2	0	5	14	-0.2
Cc1cc(C)cc(NC(=O)c2ccc3c(c2)CCN3S(C)(=O)=O)c1	-6	97	-6	-9	-0.1	-3	5	1	8	0.0
C=CCN(CC=C)Cc1cc(=O)oc2ccc3ccccc3c12	-10	97	6	nt	-0.2	10	-2	-5	nt	nt
CCOc1ccc(C(=S)NC2CCCCC2)cc1	-5	91	12	-6	0.2	0	2	-10	11	-0.9
O=C(N/N=C/c1ccc(Cl)cc1Cl)C(=O)NC1CC1	-4	92	26	-5	0.3	5	9	2	5	-2.6
O=C(Cn1cc(S(=O)(=O)Cc2ccccc2)c2ccccc21)Nc1ccccc1	nt	106	-7	2	-0.1	-2	-5	1	-6	9.7*
COc1ccc(CN2CC[C@@H]3CN(C(C)=O)[C@H](c4ccccc4Br)C[C@@H]32)cc1	-6	102	-2	nt	-0.1	-1	2	-8	nt	nt
COc1ccccc1CC(=O)Nc1cc(C)ccn1	-5	101	-2	-2	0.0	-5	-2	-4	10	2.1
O=C(O)CSCCc1ccccn1	0	91	25	-4	-0.2	2	3	-4	9	1.8
COc1cc(NC(=O)CN2C(=O)C(c3ccccc3)=NC23CCCCCC3)cc(OC)c1	-5	95	1	5	1.0	-3	-1	-3	1	1.7
S=c1[nH]cc(-c2ccccc2)[nH]1	-2	100	-3	4	0.6	1	-4	-1	-9	-1.2
O=c1cc(NCc2ccco2)c2ccccc2o1	-5	100	-16	4	0.6	0	4	8	4	-1.8
CCOc1ccc(CCNC(=O)C2CCN(S(=O)(=O)N3CC(C)CC(C)C3)CC2)cc1OCC (stereo not drawn)	-5	100	-6	-2	0.0	-2	-1	-9	2	-1.3
Nc1nc(N)c2cc([N+](=O)[O-])ccc2n1	-9	95	-1	-1	-0.1	2	2	14	-3	-2.2
CN(Cc1ccccc1OCCO)CC1CCCN(CCc2ccc(Cl)cc2)C1 (stereo not drawn)	-18	101	11	-2	0.0	1	3	0	2	-0.1
Cc1cc(Cl)ccc1Oc1nc(-c2ccccc2)ncc1S(C)(=O)=O	nt	103	19	5	0.1	0	-4	-1	3	0.1
Cc1ccc(C)c(NC(=O)CSc2n[nH]c(-c3ccncc3)n2)c1	-5	96	3	7	-0.4	1	-4	3	8	-1.6
Cn1c(-c2ccccc2)cc2onc(-c3ccccc3)c2c1=O	-4	93	-10	-3	0.5	-21	-21	9	1	-0.6
CCOc1ccc(Cc2nnc(SCC(N)=O)n2C)cc1	-10	83	-13	5	-0.1	3	-3	-1	2	-1.5
COC(=O)C(CCSC)NC(=O)CNS(=O)(=O)c1ccc(Cl)cc1 (stereo not drawn)	-5	96	2	-5	-0.3	0	4	4	13	-0.2
O=C(O)CC(Cc1ccc(Cl)cc1)C(=O)NCC12CC3CC(CC(C3)C1)C2 (stereo not drawn)	-24	100	-12	0	0.1	-1	7	7	6	0.0
Cc1ccsc1C(C(=O)NCc1ccccc1)N(C(=O)c1csnn1)c1ccccc1 (stereo not drawn)	-4	96	-1	4	0.0	-1	6	4	-6	-2.1
COc1ccccc1COCC(O)CNCCc1ccc(C(F)(F)F)cc1 (stereo not drawn)	-4	97	1	3	0.5	4	5	-4	16	11*
COc1ccc(CCNC(=O)c2ccnc(C(C)(C)C)c2)cc1OC	-2	108	3	-1	-0.2	1	-5	-6	-3	-0.4
Cc1ccc(C(=O)C2OC(=O)C(C)(C)C(=O)C2(C)C)cc1 (stereo not drawn)	nt	92	-3	-4	0.6	0	0	2	-6	0.3
CN(C(=O)c1cc(COc2ccc(F)cc2Cl)on1)C1CCCc2ccccc21 (stereo not drawn)	-7	103	-3	1	0.2	0	-17	-2	1	1.2
Cc1ccc(C(=O)Nc2ccncc2)cc1S(=O)(=O)N1CCOCC1	nt	102	1	4	0.1	4	-3	5	-1	0.3
CSc1ncccc1C(=O)N1CCCC(C(=O)c2ccc3ccccc3c2)C1 (stereo not drawn)	-5	101	-6	-1	0.5	-3	-10	0	11	-0.3
COC(=O)c1c(NC(=O)COC(=O)CNC(=O)c2ccco2)sc(C)c1C	-18	99	8	4	-0.1	4	24	-1	5	-2.7
COC(=O)c1c(NC(=O)CN2C(=O)NC3(CCC(C(C)(C)C)CC3)C2=O)sc2c1CCCCC2 (stereo not drawn)	-5	101	4	-7	-0.5	-3	-7	2	8	-0.3
COc1cccc(C(=O)N=c2sc3c(C)ccc(OC)c3n2C)c1	-10	96	-8	nt	0.1	-4	-4	5	-3	0.0
CCOC(=O)N1CCN(C(=O)c2cc3c(s2)-c2ccc(Cl)cc2S(=O)(=O)C3)CC1	-4	93	-13	-3	-0.8	-2	4	4	6	-3.2
Cc1cc(C)c(O)c(-c2cc(C(=O)NCCc3ccc(S(N)(=O)=O)cc3)[nH]n2)c1	-3	80	0	-10	0.0	0	16	-7	4	-1.4
Fc1ccc(NC(=S)NC2CC3CCCC(C2)N3Cc2cccs2)cc1 (stereo not drawn)	-3	99	4	9	0.0	1	-7	2	2	-1.3
O=S(=O)(Nc1ccc(O)c(Sc2nc3ccccc3s2)c1)c1cccc2ccccc12	-3	93	-13	-5	0.0	-4	-5	0	10	0.4
CC(C(=O)Nc1nccs1)N1C(=O)C2CC=CCC2C1=O (stereo not drawn)	-1	91	nt	0	0.3	1	-6	0	0	-2.8
CCCC(=O)NC(Nc1cccc(C(F)(F)F)c1)C(Cl)(Cl)Cl (stereo not drawn)	-5	98	-2	11	0.1	1	-10	-4	3	1.1
CCn1c(SCC(=O)NCCOC)nc2sc3c(c2c1=O)CCCC3	nt	95	-4	19	-0.3	0	2	3	-9	1.4
CN(C)S(=O)(=O)N1CCN(C(=O)c2ccccc2)CC1	-6	94	1	-2	1.1	0	0	-3	9	5.1
Cc1cccc(C(=O)N2[C@@H](C(C)C)COc3cc(Br)ccc3S2(=O)=O)c1	-7	98	-1	8	-0.2	-2	22	-5	7	2.0
CCNc1nc(NCc2ccccc2)nc(SCC(=O)Nc2ccccc2)n1	-10	105	-5	-4	0.6	-4	-3	-3	7	-1.7
CC(=O)Nc1ccc(S(=O)(=O)NCCc2c[nH]c3ccc(C)cc23)cc1	18	101	3	5	0.0	0	-3	-4	17	0.3
O=c1[nH]c(SCc2cccc(Cl)c2)nc2[nH]ncc12	-7	102	0	-6	0.5	0	8	-1	-7	-2.1
Nc1c(C(=O)Nc2ccc3c(c2)OCCO3)nnn1Cc1ccc(Br)cc1	-6	102	0	-2	0.2	-8	-6	1	2	8.4*
COc1ccc([N+](=O)[O-])cc1N1C(=O)c2cccnc2C1=O	-4	95	-6	2	-0.1	2	-5	2	-1	-1.9
CCc1c(C)nc2ncnn2c1N1CCCC(C(=O)NCCc2ccc(OC)cc2)C1 (stereo not drawn)	-3	98	-1	5	0.3	0	-2	3	5	-2.5
Fc1ccc2nc(Nc3nc4cc5c(cc4s3)OCO5)sc2c1	-5	97	-1	-7	0.3	-2	-8	-4	22	3.1
